Screens (PubChem BioAssay)
PP1 inh: blocks human PP1-alpha phosphatase, a PP5 counter-screen; purified PP1alpha, OMFP fluorescence; P62136; 0.9% of 320,000 active; AID 2235; inhibition, % at 6.7 µM;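 active = inhibition above the mean inhibition of all tested compounds plus 3 SD, computed separately for each screening campaign, cut at about 15% in these data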
Target sequence (P62136 whole entry, looked up): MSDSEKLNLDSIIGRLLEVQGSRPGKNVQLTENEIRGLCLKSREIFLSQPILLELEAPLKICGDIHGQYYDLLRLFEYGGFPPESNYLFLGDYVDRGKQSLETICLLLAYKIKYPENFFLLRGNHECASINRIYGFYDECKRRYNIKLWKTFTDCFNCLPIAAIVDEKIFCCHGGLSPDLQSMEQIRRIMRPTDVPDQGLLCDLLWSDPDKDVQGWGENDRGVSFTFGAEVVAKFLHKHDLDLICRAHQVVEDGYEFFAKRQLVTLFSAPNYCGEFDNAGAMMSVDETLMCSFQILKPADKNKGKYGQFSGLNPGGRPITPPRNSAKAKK
ZTA DNA inh: counter-screen for EBNA-1 inhibitors: inhibitors of Epstein-Barr virus ZTA | 0.15% of 320,000 active | ZTA-DNA binding, fluorescence polarization | P03206 | inhibition, % at 11 µM; in the data active = inhibition above about 33%
Target sequence (P03206 whole entry, looked up): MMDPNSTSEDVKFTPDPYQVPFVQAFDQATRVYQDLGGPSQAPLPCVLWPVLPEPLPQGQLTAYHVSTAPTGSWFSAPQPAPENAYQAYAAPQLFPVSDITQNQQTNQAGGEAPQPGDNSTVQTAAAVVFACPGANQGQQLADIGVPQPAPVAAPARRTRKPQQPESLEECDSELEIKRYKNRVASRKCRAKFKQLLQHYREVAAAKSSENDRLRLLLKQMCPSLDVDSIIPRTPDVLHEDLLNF
PREPL inh: inhibits the human prolyl oligopeptidase-like enzyme; recombinant PREPL, fluorescence polarization activity-based probe; inhibition, % at 5.96 µM; 0.68% of 320,000 active; in the data active = inhibition above about 43%;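 note: 0% = enzyme with DMSO and 100% = wells lacking enzyme; many of its hits are not listed in these tables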
PP5 inh: blocks human protein phosphatase 5 activity. inhibition, % at 6.7 µM. 0.18% of 320,000 active. P53041. AID 1987. purified PP5c, OMFP substrate fluorescence;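 active = inhibition above the campaign's mean inhibition across all tested compounds plus 3 SD, cut at about 9.5% in these data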;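 note: 0% = DMSO only and 100% = 100 µM cantharidin control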
core dimer inh: HCV core protein dimerization inhibition; TR-FRET GST/Flag-core106 dimerization, 1536-well; inhibition, % at 5 µM; 0.33% of 300,000 active; AID 1899;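 active = inhibition above the mean of all tested compounds plus 3 SD, set per screening campaign, cut at about 45% in these data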
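Assay system: tagged HCV core106 pair (GST and Flag); medium: KF-containing HEPES buffer, pH 7.45, DTT, CHAPS, BSA; also added: Eu donor and XL665 acceptor anti-tag antibodies; dosing: 5 µM single dose; timing: compound-protein-antibody incubation 4 h at 22.5 °C; signal: TR-FRET 671 and 617 nm emission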
TPT1 inh: blocks Candida albicans tRNA 2'-phosphotransferase. recombinant caTPT1, FP RNA substrate dephosphorylation. inhibition, % at 5 µM. 0.81% of 300,000 active. AID 1962;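 active = inhibition above the mean of all tested compounds plus 3 SD, set per screening campaign, cut at about 24% in these data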;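 note: plate controls were DMSO alone for no effect and ferristatin control at 100 nM for full effect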
Efflux pump mplx: antifungal efflux pump inhibition, Nile Red retention; S. cerevisiae Candida pump triplex; inhibition, % at 10 µM; 0.44% of 330,000 active; AID 485275;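 active = plate passing quality check with inhibition over a set limit, or well fluorescence over plate mean plus 4 SD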;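 note: Nile Red retained in pooled yeast measured as flow cytometry median fluorescence; 0% = buffer negative control and 100% = Enniatin B positive control; higher means more Nile Red kept so more efflux inhibition; some compounds called inactive have numbers as strong as hits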
Fh CTSL1 inh: blocks F. hepatica cathepsin L1 in PFM18AAP counter-screen; inhibition, % at 5.96 µM; recombinant F. hepatica cathepsin L1, Z-Leu-Arg-MCA fluorescence; AID 1906; 0.49% of 300,000 active;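 active = inhibition above the mean of all tested compounds plus 3 SD, set per screening campaign, cut at about 17% in these data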;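 note: 0% = plate median of test compound wells and 100% = 1 µM Z-Phe-Ala-diazomethylketone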
EBNA-1 inhibitor: blocks EBNA-1 binding to DNA; EBNA-1 DNA binding, fluorescence polarization; inhibition, % at 14.8 µM; 0.34% of 300,000 active; AID 1950; in the data active = inhibition above about 28%
Starred values were filed as active, the others as inactive; · = not tested or not shown.

No.	canonical_smiles	PP1 inh	ZTA DNA inh	PREPL inh	PP5 inh	core dimer inh	TPT1 inh	Efflux pump mplx	Fh CTSL1 inh	EBNA-1 inhibitor
1	CN(C)c1ccc(N2C(=O)CC(Nc3ccc(N4CCOCC4)cc3)C2=O)cc1 (stereo not drawn)	0	3	12	1.8	-12	4	0.0	1	2
2	CCC(C)(C)n1nnnc1C(c1cc2cc(C)cc(C)c2[nH]c1=O)N1CCN(C(=O)c2ccco2)CC1 (stereo not drawn)	1	23	0	-0.7	8	3	-0.1	3	4
3	COc1cccc(C2CC(c3cccc(OC)c3)n3nc(N)nc3N2)c1 (stereo not drawn)	-6	4	30	4.3	2	1	0.3	3	8
4	O=C(CSc1nccc(=O)[nH]1)N1CCOCC1	-5	-4	6	-0.6	-8	-2	0.1	-3	-1
5	CC(C)N1C(=S)SC(C)(C)C1NO (stereo not drawn)	0	12	-3	0.8	-2	1	0.0	-2	2
6	CC(C)CCN1C(=O)CC(NNC(=O)c2ccc(S(=O)(=O)N3CCCC3)cc2)C1=O (stereo not drawn)	1	-5	-4	0.8	2	2	0.0	-1	1
7	Cc1sc2nc(C)n(/N=C/c3ccccc3O)c(=O)c2c1C	-1	-5	10	2.4	-3	1	0.7	-2	-18
8	CO/N=C/C(C#N)=C/c1ccc(OC)c(OC)c1	-2	8	-5	-1.0	-3	0	-0.1	3	7
9	COc1ccc(-c2[nH]ncc2CN2CCN(C3CCCCC3)C(=O)C2)cc1F	-4	7	20	1.8	0	0	-0.1	-6	-2
10	COc1cc(O)c(C(CCN2CCCCC2)c2ccc(N(C)C)cc2)c(OC)c1 (stereo not drawn)	-2	9	22	-1.1	-8	-1	0.1	-4	6
11	CCCN1CCN(CCCNC(=O)c2cc3c(s2)-c2ccccc2OC3)CC1	-1	-7	31	1.4	-12	-3	-0.1	8	-13
12	COC(=O)CCCC1=CC2=CC(=O)C(C)(OC(=O)c3cccs3)C(=O)C2=CN1c1ccc(OC)cc1 (stereo not drawn)	8	-8	18	2.4	20	-2	0.7*	2	8
13	COc1ccc(/C=N/NC(=O)CCC(=O)Nc2ccc(Br)cc2)c(OC)c1	0	-1	-2	1.1	-5	2	0.1	7	9
14	CC(=O)c1c(C)[nH]c(C(=O)COC(=O)CCSc2ccccc2)c1C	-2	-2	-11	1.9	0	1	-0.1	-55	11
15	CC(=O)Nc1ccc(S(=O)(=O)NCCNC(=O)c2ccccc2F)cc1	-1	16	-2	4.4	1	-2	0.0	0	-11
16	Cc1cc(=O)[nH]c(SCC(=O)Nc2nc(-c3ccccc3)c(-c3ccccc3)o2)n1	0	-3	0	2.8	-3	0	0.0	3	0
17	CCCCN(C)CCCNC(=O)c1cc(-c2cccs2)nc2ccccc12	1	-6	-8	2.1	-14	-5	-0.1	1	-2
18	O=C(CN1C(=O)COc2ccccc21)c1cccc(Cl)c1	2	7	6	1.7	-1	-2	0.0	5	7
19	CC(/C=C/c1ccc2c(c1)OCO2)=N/NC(=O)CNc1ccc(C)cc1	-2	-1	19	2.9	-4	5	0.0	4	-20
20	CC1(C)CC(=O)C(CC(=O)Nc2cc(C(F)(F)F)ccc2Cl)C(=O)C1	4	-5	3	-1.2	1	2	0.1	-3	3
21	CCOc1ccc(CN(C(=O)c2cc3ccccc3oc2=O)C2CC2)cc1	1	8	-25	2.1	10	-1	0.2	-2	3
22	CC(C)(CO)NS(=O)(=O)c1ccc2c(c1)oc(=O)c1cc(S(=O)(=O)NC(C)(C)CO)ccc12	7	7	-1	4.2	-3	-3	0.0	1	-3
23	COC(=O)c1cc2sc(Cl)cc2n1CC(=O)NCCC(C)C	-1	16	-3	-1.7	11	-4	0.0	-3	15
24	COc1cc(NS(=O)(=O)c2ccc(NC(=O)COc3cccc(C)c3)cc2)nc(OC)n1	-1	14	-9	-3.2	13	0	-0.1	1	9
25	COCc1cc(C)n(CC(=O)Nc2cccc(C)c2)c(=O)c1C#N	-1	-5	-3	2.1	-22	1	0.1	0	-7
26	COC(=O)C1=C(C)OC(N)=C(C#N)C1c1ccc(OC)c(CSc2ccccn2)c1 (stereo not drawn)	-3	11	-3	3.4	17	4	0.1	-11	7
27	CC(=O)c1ccc(Sc2nnnn2-c2ccccc2)c([N+](=O)[O-])c1	0	-10	3	-1.3	3	-2	0.3	2	4
28	Cc1ccc(Sc2cnn(-c3ccccc3)c(=O)c2Cl)cc1	-2	3	46*	3.0	22	3	0.0	8	8
29	COc1ccc(CCN2C(=O)CC(NNC(=O)c3ccccc3Br)C2=O)cc1 (stereo not drawn)	1	-15	13	1.6	-18	-1	-0.1	1	-17
30	COc1ccccc1/C=C1\SC(=S)N(CCC(=O)N2CCN(C)CC2)C1=O	-2	3	7	2.8	-21	0	-0.1	4	-3

Reformatted: entries from further up.
25	COCc1cc(C)n(CC(=O)Nc2cccc(C)c2)c(=O)c1C#N
  PP1 inh = -1
  ZTA DNA inh = -5
  PREPL inh = -3
  PP5 inh = 2.1
  core dimer inh = -22
  TPT1 inh = 1
  Efflux pump mplx = 0.1
  Fh CTSL1 inh = 0
  EBNA-1 inhibitor = -7

26	COC(=O)C1=C(C)OC(N)=C(C#N)C1c1ccc(OC)c(CSc2ccccn2)c1 (stereo not drawn)
  PP1 inh = -3
  ZTA DNA inh = 11
  PREPL inh = -3
  PP5 inh = 3.4
  core dimer inh = 17
  TPT1 inh = 4
  Efflux pump mplx = 0.1
  Fh CTSL1 inh = -11
  EBNA-1 inhibitor = 7

27	CC(=O)c1ccc(Sc2nnnn2-c2ccccc2)c([N+](=O)[O-])c1
  PP1 inh = 0
  ZTA DNA inh = -10
  PREPL inh = 3
  PP5 inh = -1.3
  core dimer inh = 3
  TPT1 inh = -2
  Efflux pump mplx = 0.3
  Fh CTSL1 inh = 2
  EBNA-1 inhibitor = 4

(continued)
No.	canonical_smiles	PP1 inh	ZTA DNA inh	PREPL inh	PP5 inh	core dimer inh	TPT1 inh	Efflux pump mplx	Fh CTSL1 inh	EBNA-1 inhibitor
31	COc1cc(C2c3c(-c4ccccc4)n[nH]c3C(=O)N2c2ccccc2)ccc1O (stereo not drawn)	3	-2	0	1.6	-1	-3	-0.1	-4	5
32	CC(=O)c1ccc(NC(=O)COC(=O)c2c[nH]c3ccccc23)cc1	1	-2	-2	0.2	·	·	0.0	·	·
33	COc1ccc(N2CCN(C(=O)[C@@H](NC(=O)c3cc(OC)cc(OC)c3)C(C)C)CC2)cc1	1	4	16	3.4	7	0	0.4	14	-13
34	CNc1nc(Oc2ccc(=O)n(C)n2)nc(N2CCOCC2)n1	-3	5	2	-0.1	-5	-2	-0.1	-4	5
35	CCOc1ccccc1NC(=S)N1C2CCC1CC(NC(=O)NC13CC4CC(CC(C4)C1)C3)C2 (stereo not drawn)	-1	-21	14	5.6	8	-2	-0.1	-4	12
36	O=C(c1cccc(F)c1)N1CCN(c2cccc(C(F)(F)F)c2)CC1	4	-8	7	2.8	2	2	0.1	3	-8
37	Cn1c(COc2ccccc2)nnc1SCC(=O)NNC(=O)C1CCCCC1	-2	-20	14	-1.4	-1	-2	0.0	-2	1
38	CCCc1cc(=O)oc2cc(C)cc(OCC(=O)NCCCn3ccnc3)c12	-6	5	-2	-0.7	-3	-4	0.1	1	-7
39	O=C(CSCc1nc2ccccc2[nH]1)N1CCN(c2ccc(F)cc2)CC1	-3	16	-24	0.3	1	7	0.0	-1	12
40	CCNC(=O)N1CCC(n2nccc2NC(=O)CCOc2ccccc2)CC1	0	5	-3	2.9	3	-4	-0.1	-2	-6
41	Cc1cc(C)n2cc(CSc3nc4cc(Cl)ccc4o3)nc2n1	-1	-2	17	-0.7	0	-5	-0.1	7	3
42	C=CCn1c(COc2cccc3ccc(C)nc23)nnc1SCC(=O)OC	-2	2	0	-0.9	-3	0	0.1	-2	9
43	COc1ccccc1CN(CC(=O)NCC1CCCO1)C(=O)CNS(=O)(=O)c1ccc(C)cc1 (stereo not drawn)	0	-5	13	-0.4	-12	0	0.1	-1	-5
44	CC(C)N1CCN(Cc2ccsc2)CC1CCO (stereo not drawn)	-3	-1	-9	-1.2	-2	1	0.2	-1	-9
45	COc1cccc(CC(=O)NCC2(N3CCCCC3)CCCCC2)c1	-3	12	11	-0.2	-4	-3	-0.1	2	5
46	Cc1ccc(C(=O)Nc2c3c(nn2C(C)(C)C)CS(=O)(=O)C3)cc1C	2	-2	3	-0.6	-2	1	0.1	-4	-6
47	CCN(C1CCCCC1)S(=O)(=O)c1ccc(S(=O)(=O)NCCc2ccncc2)cc1	2	-3	7	1.5	-2	-2	-0.2	-5	4
48	C/C(=N\NC(=O)c1cc(C)oc1C)c1ccc2c(c1)OCO2	-5	6	4	-1.5	-8	2	0.0	6	-10
49	Nn1c(SCc2nc3ccccn3c2Br)nnc1-c1cccnc1	1	-25	5	1.8	-8	-1	-0.1	-1	4
50	O=C(C1CCN(S(=O)(=O)N2CCC3(CC2)OCCO3)CC1)N1CCC(Cc2ccccc2)CC1	-3	-9	11	3.9	5	0	0.2	2	-2
51	CC(=O)NC1(c2ccccc2)CCN(c2nc(C)cc(C)n2)CC1	2	-10	7	3.7	7	-4	0.2	-4	-5
52	Cc1ccc(C(=O)N2c3ccccc3NC(=O)C2C)cc1 (stereo not drawn)	-1	4	0	-1.4	1	-4	0.0	0	0
53	COc1ccc(Nc2ncnc3sc(-c4ccccc4)cc23)cc1	3	3	26	3.5	4	4	0.0	3	10
54	COC(=O)C(C)N1C(=O)S/C(=C\c2ccc(-c3ccc(C(=O)O)cc3C)o2)C1=O (stereo not drawn)	-3	13	2	-2.4	2	15	-0.1	0	1
55	Cc1cccc(NS(=O)(=O)c2csc(C(N)=O)c2)c1C	1	0	-3	2.7	1	-1	0.0	-1	-2
56	Cn1c(SCC(=O)NCc2cccs2)nnc1-c1ccc(O)cc1	-1	16	-1	-2.4	-3	0	0.1	-1	10

These rows are one share of the data; count on the stated rates, not on these rows.
